PrPC TRFRET: inhibitors of human cell surface prion protein PrPC | AID 720596 | P04156 | inhibition, % at 13.8 µM | TR-FRET read-out | 0.43% of 370,000 active; in the data active = inhibition above about 24%; also: 0% = median of the test wells and 100% = reference compound wells
Anthrax LF prot: blocks Bacillus anthracis lethal factor protease. P15917. multiplex microsphere protease cleavage assay, LF. inhibition, % at 10 µM. 0.12% of 360,000 active; also: plate controls were buffer without enzyme for full effect and enzyme alone for no effect
Target sequence (P15917 whole entry, looked up): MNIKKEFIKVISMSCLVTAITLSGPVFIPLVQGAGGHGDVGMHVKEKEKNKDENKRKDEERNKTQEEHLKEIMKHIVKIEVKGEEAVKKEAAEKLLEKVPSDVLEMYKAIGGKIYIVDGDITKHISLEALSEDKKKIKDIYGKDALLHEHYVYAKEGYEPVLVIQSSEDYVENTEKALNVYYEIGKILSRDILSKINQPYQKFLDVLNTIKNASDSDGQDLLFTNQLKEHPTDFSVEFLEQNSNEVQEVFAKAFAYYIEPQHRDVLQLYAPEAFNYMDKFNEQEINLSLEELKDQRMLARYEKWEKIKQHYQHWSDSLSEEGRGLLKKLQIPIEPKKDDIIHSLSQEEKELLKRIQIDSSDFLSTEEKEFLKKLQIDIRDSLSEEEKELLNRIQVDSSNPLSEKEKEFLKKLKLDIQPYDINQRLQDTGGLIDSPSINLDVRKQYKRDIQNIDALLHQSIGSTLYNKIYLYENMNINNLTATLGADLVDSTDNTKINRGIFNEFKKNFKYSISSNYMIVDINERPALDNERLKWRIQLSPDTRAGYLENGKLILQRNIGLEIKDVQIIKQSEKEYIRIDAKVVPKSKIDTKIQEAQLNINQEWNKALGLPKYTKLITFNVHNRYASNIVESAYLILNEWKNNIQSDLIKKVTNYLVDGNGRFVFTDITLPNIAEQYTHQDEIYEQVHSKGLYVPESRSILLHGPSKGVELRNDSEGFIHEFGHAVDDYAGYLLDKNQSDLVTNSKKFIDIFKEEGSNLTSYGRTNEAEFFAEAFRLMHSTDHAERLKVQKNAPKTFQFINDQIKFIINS
PfHsp40 rescue: restores yeast growth despite PfHsp40 toxicity | 0.68% of 340,000 active | S. cerevisiae expressing PfHsp40, growth rescue, ATP luminescence | growth rescue, % at 12.5 µM | AID 504582; in the data active = growth rescue above about 28%, passing the limit was not always enough; inconclusive = no clear call, values can overlap the other calls;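 also: yeast W303a lacking pdr1 and pdr3 grown in galactose medium; growth measured after three days at 30 °C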
BH1578 lux ind: inducers of Vibrio cholerae quorum light production without autoinducers; V. cholerae BH1578 lux reporter, luminescence, 6 h; activation, % at 18.7 µM; 0.16% of 350,000 active; in the data active = activation mostly above about 9.7%, no sharp cut-off; inconclusive = no clear call, values can overlap the other calls; inactive = mostly below about 3.7%; also: not every result past the cut was called active; inactives centre near 0; reference of the scale not given here
BoNT-A LC inh2: BoNT A light chain protease inhibition; multiplex microsphere protease substrate cleavage, flow cytometry; inhibition, % at 10 µM; 0.17% of 360,000 active; also: plate controls were buffer without enzyme for full effect and enzyme alone for no effect
Yp Topo-I inh: blocks Yersinia pestis topoisomerase I activity; Y. pestis Topo-I cleavage product accumulation, plate reader; AID 504884; 0.064% of 360,000 active; activity, % at 10 µM; in the data active = activity above about 50%, passing the limit was not always enough; inconclusive = no clear call, values can overlap the other calls; also: inactives centre near 2
PriA SSB inh: inhibitors of Klebsiella pneumoniae PriA binding to SSB C-terminal tail; inhibition, % at 33 µM; 0.6% of 430,000 active; AlphaScreen SSBct-PriA binding, biotinylated peptide; in the data active = inhibition mostly above about 37%, no sharp cut-off; inactive = mostly below about 20%;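 also: plate controls were negative control peptide for no effect and reference peptide for full effect; strong numbers were not always called active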
TcdB inh: blocks C. difficile toxin B glycohydrolase activity; 0.24% of 350,000 active; inhibition, % at 9.99 µM; AID 652162; TcdB glycohydrolase enzymatic assay, plate reader; P18177; in the data active = inhibition above about 10%
3CLpro inhibitor: SARS-CoV 3CLpro protease inhibition | inhibition, % at 6 µM | 0.14% of 290,000 active | P0C6X7 | recombinant SARS-CoV 3CLpro, quenched FRET peptide cleavage; in the data active = inhibition above about 12%
Numbers without * were called inactive; i = inactive; u = inconclusive; x = no result given. Rule as the data show it, unless noted: active = inhibition above about 30%; inconclusive = no clear call, values can overlap the other calls; inactive = below that.

Start of the data: the first 10 records (preview)
SMILES | PrPC TRFRET | Anthrax LF prot | PfHsp40 rescue | BH1578 lux ind | BoNT-A LC inh2 | Yp Topo-I inh | PriA SSB inh | TcdB inh | 3CLpro inhibitor
O=S1(=O)N=C(Nc2ccc(N3CCOCC3)c(Cl)c2)c2ccccc21 | -3 | -7 | 0.1 | -0.3 | -0.4 | 2 | -8 | 1.3 | 2
Cc1ccc(CN2CCN(/N=C/C=C/c3ccccc3[N+](=O)[O-])CC2)cc1 | -1 | -6 | 5.5 | -0.1 | -1.7 | 7 | x | -0.2 | 8
COc1ccc(N2C(=O)CC(N3CCCCC3)C2=O)cc1 (stereo not given) | 7 | 0 | 8.5 | -0.3 | -0.3 | -11 | 7 | 1.8 | -3
CN(C)S(=O)(=O)c1ccc(C(=O)Nc2ccc(CCC(=O)N3CCCC3)cc2)cc1 | 9 | x | 0.1 | 2.1 | x | 1 | 0 | x | 2
Cc1[nH]c2ccccc2c1/C=N/NC(=O)c1ccc(N)cc1 | -4 | -5 | 1.2 | i | -2.7 | 5 | x | 0.9 | -2
CCOC(=O)N1CCN(C(=O)c2ccc(OCC)cc2)CC1 | 9 | 1 | -0.5 | -0.4 | 0.0 | 6 | -11 | -0.7 | 3
COc1ccc(OC(=O)N(C)C[C@@H]2OCc3ccccc3-c3c(n(C)c4ccccc34)C(=O)N([C@H](C)CO)C[C@@H]2C)cc1 | -6 | -2 | x | i | -0.3 | 44 | x | 1.0 | x
COc1cccc(C2=NN(C(=O)C3CC3)C(O)(C(F)(F)F)C2)c1 (stereo not given) | 6 | -3 | x | i | -0.1 | -1 | x | -3.4 | x
Cc1ccccc1C(=O)N1CCC(C(=O)NN2C(=O)NC3(CCC(C)CC3)C2=O)CC1 (stereo not given) | -1 | -4 | 0.3 | -0.6 | -0.4 | 8 | -6 | 1.0 | x
CCCCOCCCNS(=O)(=O)c1ccccc1 | 1 | -3 | 0.0 | i | -1.3 | 0 | 5 | -1.5 | -6

The whole of this part (from the top)
SMILES | PrPC TRFRET | Anthrax LF prot | PfHsp40 rescue | BH1578 lux ind | BoNT-A LC inh2 | Yp Topo-I inh | PriA SSB inh | TcdB inh | 3CLpro inhibitor
O=S1(=O)N=C(Nc2ccc(N3CCOCC3)c(Cl)c2)c2ccccc21 | -3 | -7 | 0.1 | -0.3 | -0.4 | 2 | -8 | 1.3 | 2
Cc1ccc(CN2CCN(/N=C/C=C/c3ccccc3[N+](=O)[O-])CC2)cc1 | -1 | -6 | 5.5 | -0.1 | -1.7 | 7 | x | -0.2 | 8
COc1ccc(N2C(=O)CC(N3CCCCC3)C2=O)cc1 (stereo not given) | 7 | 0 | 8.5 | -0.3 | -0.3 | -11 | 7 | 1.8 | -3
CN(C)S(=O)(=O)c1ccc(C(=O)Nc2ccc(CCC(=O)N3CCCC3)cc2)cc1 | 9 | x | 0.1 | 2.1 | x | 1 | 0 | x | 2
Cc1[nH]c2ccccc2c1/C=N/NC(=O)c1ccc(N)cc1 | -4 | -5 | 1.2 | i | -2.7 | 5 | x | 0.9 | -2
CCOC(=O)N1CCN(C(=O)c2ccc(OCC)cc2)CC1 | 9 | 1 | -0.5 | -0.4 | 0.0 | 6 | -11 | -0.7 | 3
COc1ccc(OC(=O)N(C)C[C@@H]2OCc3ccccc3-c3c(n(C)c4ccccc34)C(=O)N([C@H](C)CO)C[C@@H]2C)cc1 | -6 | -2 | x | i | -0.3 | 44 | x | 1.0 | x
COc1cccc(C2=NN(C(=O)C3CC3)C(O)(C(F)(F)F)C2)c1 (stereo not given) | 6 | -3 | x | i | -0.1 | -1 | x | -3.4 | x
Cc1ccccc1C(=O)N1CCC(C(=O)NN2C(=O)NC3(CCC(C)CC3)C2=O)CC1 (stereo not given) | -1 | -4 | 0.3 | -0.6 | -0.4 | 8 | -6 | 1.0 | x
CCCCOCCCNS(=O)(=O)c1ccccc1 | 1 | -3 | 0.0 | i | -1.3 | 0 | 5 | -1.5 | -6
CCc1ccc(/C=C2\Oc3ccc(C(=O)OC)cc3C2=O)cc1 | 4 | 1 | -0.6 | -0.6 | 1.2 | -3 | 4 | x | 0
CCOc1ccc(NC(=O)CN(C)S(=O)(=O)c2ccc(-c3ccc(=O)[nH]n3)s2)cc1 | -9 | -1 | -0.3 | i | -0.2 | 11 | 0 | 0.9 | 4
O=C(OCC(=O)N1CCN(C(=O)c2ccco2)CC1)c1ccccc1OCc1ccccc1 | 5 | -6 | 0.7 | i | -0.4 | 13 | 23 | x | 0
O=C(CCNC(=O)c1ccccc1)Nc1nc2ccccc2s1 | 6 | -2 | 2.5 | 2.5 | 0.2 | -1 | -12 | 1.0 | x
Cc1ccc(S(=O)(=O)N(C)c2ccc(OCc3cccc(C)c3)cc2)cc1 | 4 | -2 | 1.3 | -0.2 | 1.1 | 45 | -26 | 4.1 | 11
O=C(NCC1CCCCC1)c1cccc(S(=O)(=O)NCc2cccnc2)c1 | -7 | -4 | -0.1 | -0.4 | 0.0 | -16 | 6 | 1.8 | -1
CCOCCCNC(=O)c1cc(Nc2ccc(OC)cc2OC)nc2ccccc12 | -3 | -9 | 0.3 | -15 | 0.2 | 7 | -2 | 7.3 | 0
Cc1cccc(C(=O)Nc2ccc3c(c2)C(=O)NC3=O)c1 | -1 | -5 | -1.7 | -0.1 | 0.0 | 5 | 5 | -0.1 | -4
CCCCn1c(CCc2ccccc2)nc2cc3[nH]c(=O)c(C(C)C)nc3cc21 | -2 | 3 | -2.7 | 1.2 | 4.8 | 2 | -16 | -0.1 | 0
CCOc1ccccc1NC(=S)NCCc1ccccc1 | 11 | 0 | 2.5 | i | -0.5 | 3 | -8 | 1.3 | 1
COC(=O)Cn1c2[n+](c3ccccc31)CC(O)CS2 (stereo not given) | -2 | -5 | 1.7 | i | -0.9 | 3 | -20 | x | 3
Cc1c(C)c2c(OCC(=O)NCc3cccnc3)cc3c(c2oc1=O)CCC(C)(C)O3 | -5 | -7 | -2.2 | -0.4 | 0.2 | -3 | -13 | -0.4 | 0
CCOC(=O)Nc1sc2c(c1C#N)CCCC2 | 1 | -5 | 3.9 | x | -0.3 | 4 | -1 | 0.7 | 2
C=CCN1C(=O)c2ccc(C(=O)N3CCC(C(N)=O)CC3)cc2C1=O | 2 | x | -0.2 | i | x | 4 | -2 | 1.1 | -2
CCOC(=O)C1CCCN(C(=O)c2cc(Cl)ccc2Cl)C1 (stereo not given) | 4 | -3 | -0.7 | -1.5 | 0.7 | -8 | -7 | x | 0

(further entries)
SMILES | PrPC TRFRET | Anthrax LF prot | PfHsp40 rescue | BH1578 lux ind | BoNT-A LC inh2 | Yp Topo-I inh | PriA SSB inh | TcdB inh | 3CLpro inhibitor
CC(=O)Cc1nsc(NC(=O)c2ccc(Cl)cc2Cl)n1 | 6 | 0 | 0.7 | -1.0 | 0.3 | 1 | 6 | -0.7 | -3
CCCc1nc2oc3c(NCCN(C)C)ncnc3c2c2c1CCCC2 | -8 | -8 | 0.3 | -0.4 | -0.2 | -6 | 4 | x | -1
Cc1ccc(NC(=O)CSc2nnc(Cc3ccccc3)o2)cc1 | 4 | -1 | -0.1 | i | 0.8 | 1 | -8 | x | 0
Cc1ccc(OCCNC(=O)c2ccccc2SCC(=O)N2CCCC2)cc1 | 0 | -4 | -0.5 | i | -3.1 | 14 | 3 | 0.5 | x
C=CCSc1nnc(NC(=O)C2CC(=O)N(Cc3ccc(C)cc3)C2)s1 (stereo not given) | -8 | -4 | 1.0 | 3.0 | -1.9 | 28 | 8 | -0.3 | x
Cc1ccc2c(c1)C(c1ccccc1)N(C(=O)C(C)C)CC(=O)N2 (stereo not given) | 4 | -10 | -1.1 | 1.8 | 0.2 | 0 | -8 | 0.2 | -8
Cc1ccc(S(=O)(=O)N(C)/N=C/c2ccc(N(C)C)cc2)cc1 | 5 | -14 | 0.2 | 1.2 | -0.4 | 4 | x | 1.4 | -1
COc1ccc(-n2c(O)c(C=NCCN3CCN(C(C)=O)CC3)c(=O)[nH]c2=S)cc1 | 8 | 11 | u | -0.5 | 1.0 | -8 | 7 | 4.5 | 3
COc1ccc(NC(=O)COc2cccc(C(F)(F)F)c2)cn1 | 16 | 5 | 0.5 | -1.4 | 2.0 | -1 | -10 | 0.1 | x
COc1ccc(-n2cc(-c3ccccc3)c3c(NN4CCOCC4)ncnc32)cc1 | -4 | -2 | 1.8 | -0.2 | -0.8 | 27 | 20 | -7.4 | -1
CCn1ccnc1CN(C)C(=O)C1CCC(=O)N(Cc2cccc(F)c2)C1 (stereo not given) | 3 | 4 | 0.1 | -0.9 | 0.4 | -12 | -4 | 1.0 | 4
CCn1ncc(C2=NOC(C(=O)NCCc3ccccc3)C2)c1C (stereo not given) | 3 | 0 | 0.2 | -0.3 | 0.3 | -1 | -5 | x | 4
C=CCc1ccccc1OCCSc1nc2ccc([N+](=O)[O-])cc2s1 | -6 | -4 | -2.3 | -0.2 | -0.2 | 0 | -1 | x | -3
CCOC(=O)C1(CCCc2ccccc2)CCN(Cc2ccn[nH]2)CC1 | -6 | 0 | -0.4 | -2.3 | 0.2 | -1 | -6 | 0.0 | 1
O=C(NCC(c1ccco1)N1CCN(c2ccccc2F)CC1)C(=O)NC1CCCC1 (stereo not given) | 1 | -3 | 0.2 | i | 0.9 | -6 | -3 | -1.6 | x
Cc1ccc(-c2csc(NC(=O)c3cccc(N4C(=O)CCC4=O)c3)n2)o1 | x | -9 | 0.7 | -0.2 | -1.7 | 11 | -3 | x | -2
Nc1n[nH]c(=S)n1/N=C1/C(=O)Nc2ccccc21 | -14 | 0 | 0.3 | 0.2 | -1.2 | -5 | x | 2.7 | 4
CCC1(CC)COP(=O)(OCC(Cl)CCl)OC1 (stereo not given) | 2 | -6 | -1.3 | -0.8 | 0.0 | 5 | -8 | 1.3 | x
Cc1ccc2[nH]c3c(c2c1)CN(C(=O)CN1CC(C)OC(C)C1)CC3 (stereo not given) | -13 | -1 | -0.2 | i | -23 | 5 | 6 | x | -5
O=C(NC(=S)Nc1ccc(O)cc1)C1CCCC1 | -3 | -1 | 0.5 | i | -0.8 | 13 | -8 | 0.8 | x
O=C(NCc1ccccc1)Nc1cccn(Cc2ccccc2Cl)c1=O | 6 | 2 | -0.1 | i | -1.3 | 28 | -7 | 0.6 | -1
CSCC[C@H](NC(=O)N1CCn2c1nc1ccccc12)C(=O)NC1CCCCC1 | 3 | 1 | 0.1 | i | 0.4 | 33 | 13 | 0.9 | -2
CC(=O)c1ccc(NC(=O)COC(=O)c2ccccc2N=Nc2ccc(N(C)C)cc2)cc1 | -13 | -6 | -0.6 | -0.6 | 0.0 | -3 | 37 | 1.6 | 4
Cc1ccc(C)c(SCc2noc(C(=O)NCC3CCCO3)c2C(=O)O)c1 (stereo not given) | 6 | 4 | 0.0 | -3.6 | 0.5 | 1 | -10 | 3.6 | 3
Cn1c(=O)c(C(=O)CN2CCOCC2)c(N)n(Cc2ccccc2)c1=O | 5 | 2 | -0.2 | -1.2 | -0.1 | -5 | -16 | 1.1 | -2

Following part
SMILES | PrPC TRFRET | Anthrax LF prot | PfHsp40 rescue | BH1578 lux ind | BoNT-A LC inh2 | Yp Topo-I inh | PriA SSB inh | TcdB inh | 3CLpro inhibitor
CCC(C)C1C(C#N)=C(N)OC2=C1C(=O)CC(C)(C)C2 (stereo not given) | -2 | -3 | -0.4 | -0.2 | -0.6 | -14 | -7 | 1.3 | -1
COc1cccc(N2C(=O)N(c3ccccc3)C3CS(=O)(=O)CC32)c1 (stereo not given) | -6 | -6 | 0.1 | i | 1.0 | 8 | 4 | x | 1
COc1ccc2oc3cc(Cl)ccc3c(=O)c2c1 | -4 | -6 | x | x | -0.7 | x | x | 0.7 | x
COc1ccc(-c2csc(Nc3ncccn3)n2)cc1C | -6 | -1 | -1.1 | -0.3 | -2.6 | 6 | -9 | 0.7 | 2
Cc1cccc(NC(=O)CSc2nc3ccccc3nc2N2CC(C)OC(C)C2)c1 (stereo not given) | 1 | -2 | -0.2 | -0.6 | 2.3 | -3 | -10 | -0.2 | 5
Cc1cc(=O)[nH]c2c1cnn2Cc1ccccc1 | 1 | 1 | 0.1 | -0.4 | 0.5 | 2 | -5 | x | 0
Cc1ccc(S(=O)(=O)Cc2ccc(C(=O)N3CCCC3)o2)cc1 | -1 | -6 | 0.3 | -0.4 | -0.6 | -3 | -5 | -1.1 | 2

Not all compounds are listed; count on the stated rates, not on these rows.
